Myeloid diff MLP: promotes myeloid progenitor differentiation. calls only at 10 µM. ER-HoxA9 myeloid progenitors, lysozyme-GFP differentiation, flow cytometry. AID 624256. 360,000 compounds, 1% hits;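 active means normalized GFP-positive differentiation at or above the plate's own cutoff, the solvent-only control mean plus 3 SD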;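 further: cells exposed to compound for four days before flow analysis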
LYP inhibition: inhibitors of LYP phosphatase, biochemical, fluorescence intensity, uHTS (AID 1779). inhibition, % at 11.5 µM, or IC50 in µM where a hit was titrated. recombinant LYP phosphatase, fluorescence intensity; higher % means a stronger effect. 290,000 compounds, 0.054% hits;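 further: plate controls were vehicle with enzyme for no effect and no enzyme for full effect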
XIAP antagonists: XIAP antagonists, biochemical, IAP family, fluorescence polarization (AID 1018); displacement, % at 20 µM, or IC50 in µM where a hit was titrated; 200,000 compounds, 0.007% hits; XIAP BIR domain, fluorescence polarization peptide displacement; higher % means a stronger effect; in the data active means displacement above about 50%; further: a part of the inactive calls stands beside numbers as strong as those of hits
P. falciparum M1AAP: malaria alanyl aminopeptidase activity blockers – biochemical, fluorogenic H-Leu-NHMec substrate, 1536-well (AID 1445); 220,000 compounds, 0.42% hits; inhibition, % at 30 µM, or IC50 in µM where a hit was titrated; recombinant M1AAP, H-Leu-NHMec fluorogenic kinetic assay; higher % means a stronger effect;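 active means primary inhibition above the hit cutoff, then over 50% inhibition at one or more dose response concentrations, cut at about 23% in these data, passing the limit was not always enough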;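 further: plate controls were DMSO full reaction for no effect and no enzyme background for full effect; strong numbers were not always called active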
human PMI inhibitors: MPI inhibition at elevated mannose 6-phosphate – biochemical, fluorescence intensity, high mannose 6-phosphate, primary screen (AID 1220) | recombinant PMI enzyme, coupled fluorescence intensity; higher % means a stronger effect | 190,000 compounds, 0.66% hits | inhibition, % at 20 µM, or IC50 in µM where a hit was titrated
M17LAP inhibition: P. falciparum M17LAP inhibitors, primary screen, biochemical, fluorogenic H-Leu-NHMec substrate, 1536-well (AID 1619) | recombinant M17LAP, H-Leu-NHMec fluorogenic kinetic assay; higher % means a stronger effect | inhibition, % at 30 µM, or IC50 in µM where a hit was titrated | 220,000 compounds, 0.38% hits;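 active means compound inhibiting the enzyme by more than half at any dose during confirmatory dose-response retesting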;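 further: plate controls were full reaction with DMSO carrier for no effect and no enzyme background for full effect; strong numbers were not always called active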
TNAP activation fold: human TNAP enzyme activators, primary screen, biochemical, luminescent, no phosphate acceptor, uHTS (AID 1001); purified TNAP, luminescent activation assay, no phosphate acceptor; higher activation fold means a stronger effect; activation fold at 20 µM; hits with a dose series show EC50 in µM; 200,000 compounds, 0.03% hits; in the data active means activation fold from about 3, or a potency from the dose series; inactive means the rest, 99 in 100 with activation fold below about 1.6; further: many of its hits are not listed in these tables
human PMI inhibition: MPI enzyme activity inhibition – biochemical, fluorescence intensity, coupled assay, primary screen (AID 1209); purified PMI enzyme, coupled fluorescence intensity; higher % means a stronger effect; inhibition, % at 20 µM; hits with a dose series show IC50 in µM; 190,000 compounds, 0.42% hits;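 further: plate controls were DMSO vehicle for no effect and wells lacking substrate for full effect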
ER stress rescue: rescue of cells from ER stress-induced death, primary screen, 384-well, CSM14.1, thapsigargin, ATP luminescence (AID 1222); CSM14.1 thapsigargin-induced death rescue, ATP luminescence; higher % means a stronger effect; one-dose cellular ATP content (survival), % at 20 µM; EC50 in µM for titrated hits; 190,000 tested, under 10 active;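 active means EC50 below 50 µM in the dose-response confirmation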;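 further: death triggered by thapsigargin at about 15 µM added after 2 h compound pretreatment; cell ATP read after overnight thapsigargin exposure of roughly 18 to 22 hours; normalized against plate controls of thapsigargin alone and 5% DMSO vehicle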
Myeloid diff MLP GFP+ MAC1+ %: also measured in Myeloid diff MLP; calls as there; GFP+ MAC1+ double positive, %; measured here: differentiation confirmed by MAC1 staining
Starred values were filed as active, the others as inactive; i = inactive; / = no result given. Unless noted, no stated cut-off is given here; in the data, active means inhibition above about 50%; inactive means the rest.

smiles | Myeloid diff MLP | Myeloid diff MLP GFP+ MAC1+ % | LYP inhibition | XIAP antagonists | P. falciparum M1AAP | human PMI inhibitors | M17LAP inhibition | TNAP activation fold | human PMI inhibition | ER stress rescue
Cc1ccc(Cc2c(C)nc3nc(SCC(=O)NCCN4CCOCC4)nn3c2C)cc1 | i | 0.6 | -3.7% | -6.4% | 7.2% | 3.8% | 2.4% | 1 | 10.5% | 4.6%
COC(=O)C1=C(C)NC(=O)/C1=C\c1cc(C)n(-c2ccccc2C)c1C | i | 3.4 | -5.2% | -5.9% | 8.5% | -49.0% | 22.5% | 1.1 | -33.3% | -0.2%
Cc1c(N2C(=O)C(=O)/C(=C(/O)c3ccccc3)C2c2ccc(F)cc2)c(=O)n(-c2ccccc2)n1C (stereo not drawn) | i | 0.3 | 3.7% | -4.0% | 5.6% | -12.2% | 27.0% | 1 | -9.0% | -2.6%
COc1ccc(C(=O)NCc2ccc3c(c2)CCO3)cc1 | i | 0.3 | -5.2% | / | 7.5% | / | -3.3% | / | / | /
COCC(C)NS(=O)(=O)c1ccc(OC)cc1 (stereo not drawn) | i | 0.2 | -5.7% | -0.3% | -0.8% | 0.0% | 2.2% | 1.1 | -0.9% | 0.5%
COc1ccc(NC(=O)CSc2nnc3n2CCCCC3)cc1 | i | 0.2 | -7.4% | -0.8% | 1.9% | 0.0% | 6.5% | 1.1 | -4.6% | /
COc1ccc(NC(=O)c2ccccc2NS(C)(=O)=O)cc1OC | i | 0.8 | 0.5% | -5.3% | 7.8% | 5.4% | -4.7% | 1.1 | 3.3% | /
Nc1ccc(C(=O)NCc2ccccc2)cc1 | i | 0.4 | 2.9% | -6.5% | 3.8% | 7.9% | -7.1% | 1.1 | -2.0% | -0.3%
CCc1ccc(NC(=O)COc2ccc(Br)cn2)cc1 | i | 0.3 | -2.1% | -16.4% | 7.7% | 31.7% | 6.2% | 1 | -12.7% | 0.7%
Cc1ccccc1C(=O)NC(C)c1ccc2c(c1)CCCC2 (stereo not drawn) | i | 1.2 | -2.5% | -4.1% | 3.6% | 40.4% | -3.6% | 1.1 | 10.6% | 5.1%
COCCOC(=O)C1=C(C)NC(C)=C(C(=O)OC(C)C)C1c1cccc([N+](=O)[O-])c1 (stereo not drawn) | i | 3.9 | 0.5% | -15.2% | 6.2% | 4.3% | -0.8% | 1.1 | 3.1% | -0.1%
CC1C(=O)CC(c2ccccc2)N(C)C1c1ccccc1 (stereo not drawn) | i | 3.8 | -6.9% | -4.3% | -1.3% | 7.1% | -0.4% | 1.1 | 3.8% | -0.7%
CC(C)(C)N(Cc1ccccc1)C(=O)c1ccc(Br)o1 | i | 1.0 | -6.5% | -3.9% | 6.7% | 11.2% | 1.4% | 1 | 1.1% | -0.7%
Fc1ccc(N/N=C2/CC(c3ccccc3)Oc3ccccc32)c(F)c1 (stereo not drawn) | i | 0.6 | -0.6% | -19.8% | 2.2% | -153.1% | 20.6% | 1 | -66.1% | -4.1%
O=C(C[n+]1cc(-c2ccc(F)cc2)n2c1CCC2)Nc1nc(-c2ccc(F)cc2)cs1 | i | 0.5 | 2.6% | 5.2% | 8.4% | 2.4% | 5.0% | 1 | -5.2% | 5.6%
CN(c1ccccc1)S(=O)(=O)c1ccc(Cl)c(C(=O)Nc2nn[nH]n2)c1 | i | 0.7 | -3.1% | -12.3% | 1.6% | -13.8% | 10.3% | 1 | -19.9% | -0.7%
Cc1ccccc1NC(=O)c1ccc(CN(c2ccccc2)S(=O)(=O)c2ccccc2)cc1 | i | 0.9 | -2.6% | -5.0% | 2.1% | -1.5% | 4.9% | 1.2 | 1.7% | -1.9%
c1ccc(Cc2noc(CN3CCCC(CN4CCOCC4)C3)n2)cc1 (stereo not drawn) | i | 1.1 | -0.6% | -6.5% | 0.8% | -3.5% | -2.2% | 1.1 | 1.2% | -1.1%
Cc1sc(NC(=O)c2ccco2)c(CN2CCCCC2)c1C | i | 1.2 | -6.1% | -4.4% | 0.5% | 7.6% | 1.1% | 1 | 1.4% | -0.6%
Cn1cc(SCC(N)=O)c2ccccc21 | i | 2.4 | -4.9% | -4.6% | -0.1% | 5.4% | 7.2% | 1.1 | 2.2% | /
O=C(/C=C/c1ccc(Cl)cc1)NC(=S)Nc1ccccc1C(=O)O | i | 0.6 | -1.9% | / | -0.1% | / | -16.4% | / | / | /
CCn1ncc([N+](=O)[O-])c1C(=O)N1CCCC1 | i | 1.1 | -2.2% | -4.7% | 0.8% | -3.9% | -0.5% | 1.1 | -0.7% | 0.6%
CC(C)(CO)NCC(=O)Nc1cc(C(F)(F)F)cc(NC(=O)CNC(C)(C)CO)c1Cl | i | 0.3 | -7.8% | -3.5% | 0.8% | 6.9% | 21.1% | 1.9 | -4.7% | -1.6%
Nc1ncn(C(=O)c2ccco2)n1 | i | 0.5 | -3.5% | 2.6% | -0.9% | 13.5% | 1.9% | 1.1 | 4.9% | 0.0%

Some of these compounds in order of formula weight, smallest number first:
smiles | Myeloid diff MLP | Myeloid diff MLP GFP+ MAC1+ % | LYP inhibition | XIAP antagonists | P. falciparum M1AAP | human PMI inhibitors | M17LAP inhibition | TNAP activation fold | human PMI inhibition | ER stress rescue
Nc1ncn(C(=O)c2ccco2)n1 | i | 0.5 | -3.5% | 2.6% | -0.9% | 13.5% | 1.9% | 1.1 | 4.9% | 0.0%
Cn1cc(SCC(N)=O)c2ccccc21 | i | 2.4 | -4.9% | -4.6% | -0.1% | 5.4% | 7.2% | 1.1 | 2.2% | /
Nc1ccc(C(=O)NCc2ccccc2)cc1 | i | 0.4 | 2.9% | -6.5% | 3.8% | 7.9% | -7.1% | 1.1 | -2.0% | -0.3%
Cc1ccccc1C(=O)NC(C)c1ccc2c(c1)CCCC2 (stereo not drawn) | i | 1.2 | -2.5% | -4.1% | 3.6% | 40.4% | -3.6% | 1.1 | 10.6% | 5.1%
CCc1ccc(NC(=O)COc2ccc(Br)cn2)cc1 | i | 0.3 | -2.1% | -16.4% | 7.7% | 31.7% | 6.2% | 1 | -12.7% | 0.7%
CC(C)(C)N(Cc1ccccc1)C(=O)c1ccc(Br)o1 | i | 1.0 | -6.5% | -3.9% | 6.7% | 11.2% | 1.4% | 1 | 1.1% | -0.7%
O=C(/C=C/c1ccc(Cl)cc1)NC(=S)Nc1ccccc1C(=O)O | i | 0.6 | -1.9% | / | -0.1% | / | -16.4% | / | / | /
O=C(C[n+]1cc(-c2ccc(F)cc2)n2c1CCC2)Nc1nc(-c2ccc(F)cc2)cs1 | i | 0.5 | 2.6% | 5.2% | 8.4% | 2.4% | 5.0% | 1 | -5.2% | 5.6%
CC(C)(CO)NCC(=O)Nc1cc(C(F)(F)F)cc(NC(=O)CNC(C)(C)CO)c1Cl | i | 0.3 | -7.8% | -3.5% | 0.8% | 6.9% | 21.1% | 1.9 | -4.7% | -1.6%

(further entries)
smiles | Myeloid diff MLP | Myeloid diff MLP GFP+ MAC1+ % | LYP inhibition | XIAP antagonists | P. falciparum M1AAP | human PMI inhibitors | M17LAP inhibition | TNAP activation fold | human PMI inhibition | ER stress rescue
O=C(NC1CCCC1)C1CCN(S(=O)(=O)c2cccc3cccnc23)CC1 | i | 1.4 | -10.9% | -3.8% | 14.0% | 0.1% | -10.7% | 1 | -9.4% | 1.8%
Cc1cc(N2C3CCC2CC(O)(c2ccc(F)cc2)C3)nc(-c2ccccc2)n1 (stereo not drawn) | i | 6.3 | 2.3% | -4.5% | 7.0% | 22.2% | -2.5% | 1 | 23.9% | -1.9%
Cc1cc(C(C#N)c2ccccc2)n2ncnc2n1 (stereo not drawn) | i | 0.8 | 0.7% | -2.1% | -7.1% | -3.0% | 3.5% | 1 | -2.6% | -2.2%
CCOc1ccc(NC(=O)CN2CCC(NC(=O)C3CCCCC3)CC2)cc1 | / | / | -2.7% | 3.1% | / | 3.4% | / | 1.1 | -4.9% | -1.3%
Clc1ccccc1-c1nc2nc3ccccc3nc2n1-c1ccc2c(c1)OCO2 | i | 0.4 | 0.2% | -9.5% | 10.2% | 16.6% | -0.9% | 1 | 20.2% | -3.7%
CCOc1cc(CNc2ccc3c(c2)CCC3)ccc1OC | / | / | -4.0% | -0.3% | 10.0% | -42.3% | 3.3% | 1.1 | -12.4% | -0.5%
C[C@]12C=CC(=O)C=C1CC[C@H]1[C@@H]3C[C@@H](O)[C@](O)(C(=O)CO)[C@@]3(C)C[C@H](O)[C@@]12F | i | 16.4 | 1.5% | -16.9% | -2.1% | -24.6% | -5.9% | 1.1 | -32.5% | 0.0%
O=C(CCn1c(=S)[nH]c2ccccc2c1=O)NCCCN1CCOCC1 | i | 1.6 | -6.6% | -5.9% | -6.6% | 4.6% | 5.0% | 1.1 | 5.7% | -0.1%
Cn1c(=O)c2c(-c3ccc(C(C)(C)C)cc3)n(CC3CCCO3)cc2n(C)c1=O (stereo not drawn) | i | 0.9 | -8.7% | -22.3% | 1.0% | -49.1% | -2.8% | 1 | -34.4% | -1.3%
O=C(N/N=C/C(Br)=C/c1ccccc1)C1CC1 | i | 0.5 | 4.4% | 0.5% | 4.5% | 14.3% | 4.3% | 1 | -20.1% | -0.3%
O=C(N1CCOCC1)C(F)(F)C(F)(F)C(F)(F)C(F)(F)C(=O)N1CCOCC1 | i | 2.9 | 1.7% | -2.1% | 2.4% | -8.1% | 5.0% | 0.9 | -2.5% | 0.3%
COc1ccc(N(C(=O)c2cccc(OC)c2OC)C2C=CS(=O)(=O)C2)cc1 (stereo not drawn) | i | 1.3 | -8.8% | -3.8% | 8.3% | -4.8% | -1.4% | 1.1 | -7.6% | -0.5%
CC(=O)c1ccc(OC(=O)N(c2ccccc2)c2ccccc2)cc1 | i | 0.6 | 1.2% | -2.7% | 6.6% | 6.5% | 6.4% | 1.1 | 6.5% | 1.8%
CCCCc1ccc(-c2nc(N)n[nH]2)cc1 | i | 0.3 | -3.7% | -1.1% | -1.1% | 18.1% | 5.0% | 0.9 | -0.6% | -4.3%
O=[N+]([O-])C1=CC=C2C(=NC3(CCCCC3)N2O)C1=NC1CCCCC1 | i | 1.8 | -2.7% | 7.5% | 2.3% | / | -5.2% | 1 | 87.5%* | -0.2%
COc1ccccc1CNC(=O)c1cnccn1 | i | 12.0 | -3.8% | 3.6% | 0.0% | -0.3% | 4.4% | 1.2 | 1.4% | -0.5%
CC(C)(C)NC(=O)C(c1ccncc1)N(C(=O)c1csnn1)c1ccccc1 (stereo not drawn) | i | 6.8 | -4.7% | -2.5% | 3.7% | 1.1% | -4.7% | 0.9 | -3.7% | -1.7%
O=C(CSc1n[nH]c(=O)[nH]c1=O)c1ccc([N+](=O)[O-])cc1 | i | 0.9 | -6.4% | / | 11.2% | / | 12.7% | / | / | /
CC(C)Sc1nc2c(c(=O)n1-c1ccc(F)cc1)SCC2 | i | 0.4 | -1.5% | -2.9% | 3.5% | 3.2% | 6.2% | 1.2 | 6.7% | -1.7%

Screens as filed in PubChem BioAssay.
